High-throughput results as filed in PubChem.
Dynein cargo inh: dynein cargo transport inhibition | 3617.4 mouse cells, GR-EGFP nuclear translocation imaging; test concentration mostly 20 µM; stimulated with dexamethasone, 1 µM; active compounds read low | z-score, hits read low | 0.47% of 220,000 active;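 active = plate z-score of nuclear minus cytoplasmic receptor signal below a set negative limit, without overly bright fluorescence or cell loss, cut at about -3.5 in these data, passing the limit was not always enough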;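 also: z-score of nuclear minus cytoplasmic ring GR-EGFP intensity difference per well; some compounds called inactive have numbers as strong as hits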
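Also added – dexamethasone, 1.0 µM final · Buffer or medium – tet-free, stripped-serum medium · Schedule – induction 48 h, compound 1 h, agonist 30 min · Detection – formaldehyde fixation, Hoechst nuclear stain, 10x automated fluorescence imaging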
ER stress rescue: protection against thapsigargin-triggered cell killing – 384-well, CSM14.1, ATP luminescence, primary screen (AID 1222) | 190,000 tested, under 10 active | CSM14.1 thapsigargin-induced death rescue, ATP luminescence; higher % means a stronger effect | cellular ATP content (survival), % at 20 µM, or EC50 in µM where a hit was titrated;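 active = EC50 below 50 µM in the dose-response confirmation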;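 also: death triggered by thapsigargin at about 15 µM added after 2 h compound pretreatment; cell ATP read after overnight thapsigargin exposure of roughly 18 to 22 hours; normalized against plate controls of thapsigargin alone and 5% DMSO vehicle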
Insulin prom up: MIN6 insulin promoter up-regulation. MIN6 insulin promoter-GFP reporter, high-content imaging; active compounds read high. z-score at 5 µM. 0.3% of 190,000 active;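 active = z-score above 3 at 5 µM with at least 500 cells counted in the well; inconclusive = wells under 500 cells, flagged as cytotoxic or low count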
P. falciparum M17LAP: P. falciparum M17LAP inhibitors, primary screen, biochemical, fluorogenic H-Leu-NHMec substrate, 1536-well (AID 1619) | recombinant M17LAP, H-Leu-NHMec fluorogenic kinetic assay; higher % means a stronger effect | inhibition, % at 30 µM; hits with a dose series show IC50 in µM | 0.38% of 220,000 active;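 active = compound inhibiting the enzyme by more than half at any dose during confirmatory dose-response retesting; inconclusive = strong single-dose inhibitors picked by rank but not retested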;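 also: plate controls were full reaction with DMSO carrier for no effect and no enzyme background for full effect; strong numbers were not always called active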
MT stabilize HCS: stabilizes microtubules in HeLa cells; HeLa tubulin immunostaining HCS, 24 h; share of cells brighter than vehicle mean+2SD; % tubulin-high responders, % at 10 µM; 0.83% of 200,000 active; AID 2205;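 active = plate Z-score above 3 for both tubulin-high and condensed-nucleus cell shares, with cell loss under 80%, at 10 µM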;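 also: anti alpha tubulin signal scored within the nucleus-defined area of each cell; some results filed as inactive read as strong as hits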
P. falciparum M1AAP: malaria alanyl aminopeptidase activity blockers – biochemical, fluorogenic H-Leu-NHMec substrate, 1536-well (AID 1445); recombinant M1AAP, H-Leu-NHMec fluorogenic kinetic assay; higher % means a stronger effect; one-dose inhibition, % at 30 µM; IC50 in µM for titrated hits; 0.42% of 220,000 active;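 active = primary inhibition above the hit cutoff, then over 50% inhibition at one or more dose response concentrations, cut at about 23% in these data, passing the limit was not always enough; inconclusive = conflicting primary data, or primary hits not chosen for dose response; inactive = low primary inhibition, or under 50% at every dose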;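 also: plate controls were DMSO full reaction for no effect and no enzyme background for full effect; strong numbers were not always called active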
bCat nuc transl: modulators of beta-catenin nuclear translocation | HeLa beta-catenin nuclear translocation, immunofluorescence imaging | nuclear translocation activity, % at 5 µM | 0.3% of 190,000 active | AID 1665;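 active = nuclear translocation activity above 50% at 5 µM, with a well cell count of 50 or more; inconclusive = wells under 50 cells across six images, flagged as toxic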;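 also: per-cell ratio of nuclear to cytoplasmic median beta-catenin stain intensity; plate controls were DMSO negative control for no effect and GSK-3 inhibitor IX positive control for full effect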
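test system = HeLa cells, endogenous beta-catenin | dosing = single 5 µM dose plus 0.02–20 µM confirmation series | times = compound treatment 24 h, 37°C, 5% CO2 | technique = beta-catenin immunofluorescence imaging with DAPI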
Autophagy mod: modulators of autophagy. 0.98% of 190,000 active. calls only at 10 µM (by protocol). AID 463193. MEF GFP-LC3 puncta imaging; test concentration mostly 10 µM;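 active = percentage of spot-positive cells more than 3 SD above its plate mean, without a fluorescence outlier flag or 80% toxicity; inconclusive = no clear call, values can overlap the other calls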;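 also: spot-positive cell cutoff set from DMSO-treated cells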
UTI89 phage lysis: inhibition of K1F phage lysis, E. coli UTI89, bacterial capsule biogenesis inhibitors, alamar blue (AID 488966); E. coli UTI89 K1F phage lysis, alamar blue, 2 h; higher % means a stronger effect; one-dose inhibition, % at 100 µM; IC50 in µM for titrated hits; 0.02% of 340,000 active;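 active = phage lysis inhibition, versus mean bacterial control, above a set limit; inconclusive = no clear call, values can overlap the other calls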;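 also: capsule biogenesis inhibitors block K1F phage lysis so surviving cells raise fluorescence; higher fluorescence means more inhibition of phage lysis; actives were called in the ten point dose series up to 300 µM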
Dynein cargo inh cytoplasmic EGFP: also measured in Dynein cargo inh; calls as there; z-score; measured here: cytoplasmic GR-EGFP intensity; active compounds read high
Dynein cargo inh nuclear GR-EGFP: further read-out of Dynein cargo inh, marked with its call; z-score; measured here: nuclear GR-EGFP intensity;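 lower value marks the stronger effect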
Dynein cargo inh cell count: recorded beside Dynein cargo inh, whose call it bears; z-score; measured here: cell count per field
Insulin prom up cell count: further read-out of Insulin prom up, marked with its call; cell count; measured here: cytotoxicity, nuclei count;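 total cells summed across four imaged fields per well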
bCat nuc transl cell count 5 µM: second read-out of bCat nuc transl, no call of its own (marks repeat the call); cell count; measured here: cell count, cytotoxicity flag
MT stabilize HCS Hoechst-high %: recorded beside MT stabilize HCS, whose call it bears; % Hoechst-high responders; measured here: nuclear condensation Hoechst responders;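 share of cells brighter than vehicle mean plus two SD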
MT stabilize HCS cytotoxicity %: further read-out of MT stabilize HCS, marked with its call; toxicity, %; measured here: cytotoxicity by cell density;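 0% = mean cell density of plate MIN control wells and 100% = no cells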
Autophagy mod cell loss 18 h: also measured in Autophagy mod; calls as there; toxicity, %; measured here: cell loss, nuclei count;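 cell loss after 18 h compound exposure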
* hit, by the source's call; i = inactive; ? = inconclusive; . = not tested or not shown; + = active, no number; [ ] = dose if it differs, or a comment.

SMILES	Dynein cargo inh	Dynein cargo inh cytoplasmic EGFP	Dynein cargo inh nuclear GR-EGFP	Dynein cargo inh cell count	ER stress rescue	Insulin prom up	Insulin prom up cell count	P. falciparum M17LAP	MT stabilize HCS	MT stabilize HCS Hoechst-high %	MT stabilize HCS cytotoxicity %	P. falciparum M1AAP	bCat nuc transl	bCat nuc transl cell count 5 µM	Autophagy mod	Autophagy mod cell loss 18 h	UTI89 phage lysis
Cc1cc(/C=C2\C(=O)NC(=O)N(Cc3ccco3)C2=O)c(C)n1-c1ccc(C(=O)O)cc1	-0.75	-0.16	0.22	0.012	.	0.07	1104	7%	.	.	.	6%	0.0	1308	.	.	-0.3%[50 µM]
O=C1NC(=O)N(CCc2ccc(F)cc2)C(=O)/C1=C/c1ccco1	0.49	-0.31	0.41	-0.21	1.3%	.	.	7%	3.4	2.1	8.5	22%	-4.7	607	i	13	0.2%
c1ccc(CCn2nnnc2CN2CCC(n3nnc4ccccc43)CC2)cc1	-0.51	-0.16	0.067	0.34	0.6%	-1.4	1033	15%	1.9	1.9	4.0	2%	-6.1	943	i	-12	-0.7%
CCN(CC)c1ccc(/C=C2\C(=O)NC(=S)N(C)C2=O)o1	-0.0048	-0.19	0.59	-0.54	.	0.88	1053	-17%	.	.	.	19%	-0.9	1358	.	.	0.8%
COc1ccc(-c2nc3ccccc3c(=O)n2-c2nccs2)cc1	1.6	-0.16	1.1	0.21	-0.8%	0.39	1468	-5%	3.1	1.6	9.0	-5%	-2.0	840	i	10	0.1%
CCNc1cc(N2CCN(C)CC2)ccc1[N+](=O)[O-]	0.61	0.1	1.1	-1.2	-1.0%	0.71	1328	15%	4.9	2.6	7.9	7%	0.2	1475	i	8	0.3%
Cc1cccc(N2C(=O)NC(=O)/C(=C\c3cnn(-c4ccccc4)c3)C2=O)c1	0.12	-0.17	0.44	-0.65	-1.1%	2.5	1444	10%	2.3	2.2	3.7	8%	-3.4	1317	i	17	0.1%
S=C1CN=C(c2ccccc2)c2cc(Cl)ccc2N1	-1.5	0.34	-1.1	1	-2.3%	.	.	8%	1.2	2.3	6.3	4%	0.9	550	i	2	-2.5%
O=C(c1cc(-c2ccc(Cl)cc2)n(-c2ccc(Cl)cc2Cl)n1)N1CCOCC1	-1.3	-0.19	-0.59	0.73	0.5%	-0.38	1483	5%	0.9	1.2	11	8%	3.6	1426	i	-2	0.6%
NC(=O)Cn1cc(C(=O)c2ccccc2F)c2ccccc21	0.5	-0.36	0.32	0.29	-2.4%	0.22	1334	4%	11	1.5	8.0	10%	-1.1	1098	i	9	-0.2%
CCCOC(=O)c1c(N)n(Cc2cccs2)c2nc3ccccc3nc12	0.11	-0.21	-0.12	0.85	-0.9%	-1.4	913	-21%	1.9	2.1	9.6	19%	-1.5	1193	i	-1	0.3%
O=C(CN1CCN(c2ccccc2F)CC1)Nc1cccnc1Cl	0.72	-0.2	0.61	0.2	.	-0.93	1377	-3%	3.4	1.8	6.3	-5%	0.5	1100	i	-6	-0.5%
CC(=O)Nc1cccc([As](=O)(c2cccc(NC(C)=O)c2)c2cccc(NC(C)=O)c2)c1	0.0058	-0.25	-0.017	-0.15	.	-0.52	1280	5%	.	.	.	5%	-2.6	1193	.	.	-0.3%[50 µM]
COc1ccc2c3c([nH]c2c1)C(C)=NCC3	0.015	-0.22	0.2	0.89	-0.4%	.	.	-17%	4.0	3.3	3.8	13%	-0.3	582	i	4	4.3%
CCN1CCN(Cc2ccc(C)cc2)CC1	0.88	-0.2	0.89	0.17	-1.0%	-0.98	1472	-2%	2.8	2.9	4.7	4%	-10	991	i	18	0.2%
CCOc1cc2[nH]c(=S)n(CCCC(=O)N3CCC4(CC3)OCCO4)c(=O)c2cc1OCC	-0.35	-0.19	0.38	-0.52	-2.7%	-1.1	1340	13%	1.1	1.5	6.4	8%	-1.7	1040	i	-5	-4.6%
Cc1ccc2c(c1)C1CN(C)CCC1N2C(=O)Cn1nnc(-c2ccccc2F)n1 (stereo not given)	-1.4	-0.097	-0.8	0.28	2.4%	-0.23	926	-5%	5.3	2.4	1.0	-1%	-6.5	1153	i	5	11%
Cn1c(O)c(C(c2ccncc2)c2c(O)n(C)c(=S)n(C)c2=O)c(=O)n(C)c1=S	-0.0068	-0.051	0.32	0.044	2.4%	-0.23	895	8%	3.2	1.9	5.9	4%	-5.6	1287	i	-1	-0.1%
Cc1ccc(-n2c(O)c(/C=N/NC(=O)c3ccncc3)c(=O)[nH]c2=O)cc1C	-0.14	-0.33	-0.3	0.45	5.3%	0.01	1320	46%	4.9	2.2	7.9	9%	-2.8	581	i	-15	1.6%
Nc1cc(Cl)c2nonc2c1[N+](=O)[O-]	-4.2*	1.3*	-2.3*	-0.82*	-5.8%	-1.4	589	-12%	2.8	2.1	3.8	-1%	5.4	903	i	15	-16%
O=C(O)CCn1cc(C=C2C(=O)NC(=O)NC2=O)c(-c2ccc(Br)cc2)n1	0.43	-0.17	0.56	-0.55	1.2%	0.89	1246	20%	3.3	1.6	6.6	7%	-1.1	966	i	-2	0.6%[50 µM]
O=C(C(Cc1ccccc1)NS(=O)(=O)c1ccc(F)cc1)N1CCC2(CC1)OCCO2 (stereo not given)	1	-0.23	0.77	-0.61	-3.0%	-1.2	955	8%	1.2	1.1	9.5	1%	.	.	i	-3	-2.2%[50 µM]
Cc1cccc(C(=O)NC(Oc2ccccc2)C(Cl)(Cl)Cl)c1 (stereo not given)	-0.3	-0.19	-0.25	0.33	0.2%	0.57	1482	-4%	1.6	1.5	6.3	2%	-0.1	1389	i	11	-0.4%
Cc1cc2ccccc2c(=O)n1CC(=O)NCC(=O)N1CCC2(CC1)OCCO2	0.011	-0.28	-0.16	0.24	-0.8%	0.13	1077	19%	3.5	2.4	11	13%	-0.3	1023	+	.	0.1%
COCCCn1c(N)c(C(=O)OC(C)COC)c2nc3ccccc3nc21 (stereo not given)	0.72	-0.17	0.93	-0.57	0.0%	-1	912	i	3.4	3.1	11	17%	-8.7	1186	i	1	0.2%
Going on with the list.
SMILES	Dynein cargo inh	Dynein cargo inh cytoplasmic EGFP	Dynein cargo inh nuclear GR-EGFP	Dynein cargo inh cell count	ER stress rescue	Insulin prom up	Insulin prom up cell count	P. falciparum M17LAP	MT stabilize HCS	MT stabilize HCS Hoechst-high %	MT stabilize HCS cytotoxicity %	P. falciparum M1AAP	bCat nuc transl	bCat nuc transl cell count 5 µM	Autophagy mod	Autophagy mod cell loss 18 h	UTI89 phage lysis
O=P(Oc1ccccc1)(Oc1ccccc1)C(Nc1ccccc1)c1ccccc1 (stereo not given)	0.41	-0.32	-0.042	0.19	0.1%	0.11	1622	17%	4.3	2.4	3.6	4%	2.8	1161	i	8	-0.4%[50 µM]
O=C(/C=C/c1ccccc1)c1c(O)n(CCc2ccccc2)c(=O)[nH]c1=O	-1.2	-0.099	-0.85	-0.26	-1.4%	-0.35	1073	9%	5.4	3.9	18	15%	4.0	848	i	8	3.0%
O=C(CNC(=O)c1cccc(Cl)c1)Nc1ccc(Br)cc1C(=O)c1ccccc1	-0.75	-0.27	-0.32	1.7	-0.8%	0.13	1247	4%	0.8	1.7	7.2	14%	0.5	846	i	0	-1.8%[50 µM]
Cc1ccc2c(c1)=NC(=O)/C(=C/c1c(O)[nH]c(=O)[nH]c1=O)C=2	-0.61	-0.13	0.3	0.19	.	-0.25	842	5%	.	.	.	17%	-0.9	1386	.	.	0.1%
CCCC(C)C1(CC)C(=O)NC(=Nc2ccccc2)NC1=O (stereo not given)	-0.29	-0.12	-0.29	0.33	0.3%	.	.	11%	3.0	1.8	4.9	11%	-1.9	1034	i	-3	0.0%
Cc1ccc(-n2c(C)cc(/C=C3/C(=O)NC(=O)N(C)C3=O)c2C)cc1	0.28	-0.22	0.22	-0.34	-5.3%	-0.02	1258	-2%	2.5	1.5	7.0	7%	0.4	907	i	5	0.1%
O=C(CNS(=O)(=O)c1cccs1)N1CCC2(CC1)OCCO2	0.78	-0.2	1.1	-0.55	-0.9%	-0.57	1574	-2%	2.3	2.0	9.5	7%	-3.7	1339	i	2	0.2%[50 µM]
Nc1c(C(=O)NCC2CCCO2)c2nc3ccccc3nc2n1Cc1ccco1 (stereo not given)	-0.42	-0.25	0.22	-0.29	.	1.2	974	-147%	.	.	.	?	3.1	1295	.	.	-2.7%
Cc1sc2c(c1C)C(c1ccc(C(C)(C)C)cc1)=NCC(=O)N2CC(=O)Nc1nccs1	-0.81	-0.074	-0.6	0.88	1.4%	.	.	8%	1.8	1.1	3.6	3%	.	.	i	-11	4.9%
O=C1NC(=O)N(c2ccccc2)C(=O)/C1=C/c1ccc2c(c1)Cc1ccccc1-2	-1.3	-0.21	-0.6	1	1.5%	.	.	5%	2.1	1.7	7.4	6%	-1.9	1112	i	-25	.

A portion of the library; rates above refer to the full screens.
